Screening data deposited in PubChem BioAssay by several laboratories.
PP5 primary = inhibitors of human protein phosphatase 5 (PP5) | P53041 | purified PP5c, OMFP substrate fluorescence | inhibition, % at 6.7 µM | actives 0.18% (n = 320,000) | AID 1987;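 active = inhibition above the campaign's mean inhibition across all tested compounds plus 3 SD, cut at about 9.5% in these data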;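 also: 0% = DMSO only and 100% = 100 µM cantharidin control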
Efflux pump inh = inhibitors of Candida antifungal efflux pumps expressed in yeast. inhibition, % at 10 µM. S. cerevisiae Candida pump triplex, Nile Red efflux. AID 485275. actives 0.44% (n = 330,000);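 active = plate passing quality check with inhibition over a set limit, or well fluorescence over plate mean plus 4 SD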;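 also: Nile Red retained in pooled yeast measured as flow cytometry median fluorescence; 0% = buffer negative control and 100% = Enniatin B positive control; higher means more Nile Red kept so more efflux inhibition; some compounds called inactive have numbers as strong as hits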
Fh CTSL1 inh = counter-screen for PFM18AAP inhibitors: inhibitors of F. hepatica cathepsin L1; recombinant F. hepatica cathepsin L1, Z-Leu-Arg-MCA fluorescence; inhibition, % at 5.96 µM; actives 0.49% (n = 300,000);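 active = inhibition above the mean of all tested compounds plus 3 SD, set per screening campaign, cut at about 17% in these data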;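 also: 0% = plate median of test compound wells and 100% = 1 µM Z-Phe-Ala-diazomethylketone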
ZTA DNA inh = counter-screen for EBNA-1 inhibitors: inhibitors of Epstein-Barr virus ZTA | inhibition, % at 11 µM | ZTA-DNA binding, fluorescence polarization | actives 0.15% (n = 320,000) | P03206; in the data active = inhibition above about 33%
EBNA-1 inh = blocks EBNA-1 binding to DNA. EBNA-1 DNA binding, fluorescence polarization. inhibition, % at 14.8 µM. actives 0.34% (n = 300,000). AID 1950; in the data active = inhibition above about 28%
core dimer inh = blocks dimerization of HCV core protein; AID 1899; inhibition, % at 5 µM; TR-FRET GST/Flag-core106 dimerization, 1536-well; actives 0.33% (n = 300,000);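 active = inhibition above the mean of all tested compounds plus 3 SD, set per screening campaign, cut at about 45% in these data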
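Assay system – GST-tagged and Flag-tagged HCV core protein residues 1-106 · Quantity – core106 proteins, GST 13.5 nM and Flag 17 nM · Benchmarks – unlabelled core106 and no-GST-core106 wells · Read-out basis – percent inhibition of core106 dimerization signal · Detection – time-resolved FRET, ex 340 nm, em 617 and 671 nm · Schedule – 4 h at 22.5 °C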
PP1 counter = blocks human PP1-alpha phosphatase, a PP5 counter-screen; purified PP1alpha, OMFP fluorescence; inhibition, % at 6.7 µM; actives 0.9% (n = 320,000);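 active = inhibition above the mean inhibition of all tested compounds plus 3 SD, computed separately for each screening campaign, cut at about 15% in these data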
Target sequence (P62136 whole entry, looked up): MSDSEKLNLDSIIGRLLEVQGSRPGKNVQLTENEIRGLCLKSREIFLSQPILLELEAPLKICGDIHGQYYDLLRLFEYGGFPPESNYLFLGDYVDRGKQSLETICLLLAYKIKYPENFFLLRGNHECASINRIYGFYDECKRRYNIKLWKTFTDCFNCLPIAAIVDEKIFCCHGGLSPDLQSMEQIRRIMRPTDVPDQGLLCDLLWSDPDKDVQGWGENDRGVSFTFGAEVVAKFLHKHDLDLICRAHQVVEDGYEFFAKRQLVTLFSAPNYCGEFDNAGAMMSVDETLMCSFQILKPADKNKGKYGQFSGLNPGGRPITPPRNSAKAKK
TPT1 inhibitor = blocks Candida albicans tRNA 2'-phosphotransferase. AID 1962. actives 0.81% (n = 300,000). recombinant caTPT1, FP RNA substrate dephosphorylation. inhibition, % at 5 µM;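 active = inhibition above the mean of all tested compounds plus 3 SD, set per screening campaign, cut at about 24% in these data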;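 also: plate controls were DMSO alone for no effect and ferristatin control at 100 nM for full effect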
PREPL inhibitor = inhibits the human prolyl oligopeptidase-like enzyme. Q4J6C6. recombinant PREPL, fluorescence polarization activity-based probe. inhibition, % at 5.96 µM. actives 0.68% (n = 320,000); in the data active = inhibition above about 43%;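 also: 0% = enzyme with DMSO and 100% = wells lacking enzyme; many of its hits are not listed in these tables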
Target sequence (Q4J6C6 whole entry, looked up): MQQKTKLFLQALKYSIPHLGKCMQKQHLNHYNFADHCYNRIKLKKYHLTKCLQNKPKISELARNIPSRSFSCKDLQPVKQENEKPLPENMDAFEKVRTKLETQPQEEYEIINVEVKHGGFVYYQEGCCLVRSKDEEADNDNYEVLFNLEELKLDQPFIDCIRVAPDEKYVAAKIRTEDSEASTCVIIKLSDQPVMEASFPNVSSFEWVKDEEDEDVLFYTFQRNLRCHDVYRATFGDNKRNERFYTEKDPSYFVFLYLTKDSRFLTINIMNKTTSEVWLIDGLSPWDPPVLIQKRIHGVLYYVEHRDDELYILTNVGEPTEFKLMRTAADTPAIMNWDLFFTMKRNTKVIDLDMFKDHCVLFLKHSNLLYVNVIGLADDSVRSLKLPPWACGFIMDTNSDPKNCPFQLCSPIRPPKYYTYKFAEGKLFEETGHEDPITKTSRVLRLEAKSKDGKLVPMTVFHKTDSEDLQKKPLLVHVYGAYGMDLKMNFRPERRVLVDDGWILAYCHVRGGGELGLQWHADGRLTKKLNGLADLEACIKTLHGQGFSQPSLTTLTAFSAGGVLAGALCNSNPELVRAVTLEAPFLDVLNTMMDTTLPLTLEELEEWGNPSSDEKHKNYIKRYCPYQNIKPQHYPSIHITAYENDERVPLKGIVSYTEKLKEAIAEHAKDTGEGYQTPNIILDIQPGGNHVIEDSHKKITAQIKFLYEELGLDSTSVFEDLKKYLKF
* marks the source's active call; other numbers are inactive results; nt = not tested or not shown. Only part of the results is shown. The share of hits here may be higher or lower than overall.

SMILES	PP5 primary	Efflux pump inh	Fh CTSL1 inh	ZTA DNA inh	EBNA-1 inh	core dimer inh	PP1 counter	TPT1 inhibitor	PREPL inhibitor
CN(CC(=O)N1CCN(c2ccccc2)CC1)S(=O)(=O)c1cccs1	0.1	-0.1	-3	2	8	-1	1	-3	1
CCN(CC(=O)Nc1c(F)cccc1F)C(=O)c1cccnc1Sc1ccccc1	-1.6	-0.1	4	-1	11	-7	-5	-1	23
Cc1onc(-c2ccccc2)c1C(=O)NC(=S)NNC(=O)c1cccnc1	-11	0.2	7	-10	-4	-15	6	3	9
CC1(C)CC(NC(=O)c2cccc(S(=O)(=O)Nc3cccc(Cl)c3)c2)CC(C)(C)N1	1.4	0.1	nt	4	nt	nt	-3	nt	-2
CC(C(=O)Nc1ccc(S(=O)(=O)N2CCCC2)cc1)N1CCN(C(=O)c2ccco2)CC1 (centres undefined)	-1.4	-0.1	-1	9	2	-17	-1	0	4
CN(C)/C=C(/C(=O)c1ccc(Cl)cc1)S(C)(=O)=O	0.6	0.1	-5	-1	-29	-14	0	4	6
Oc1cncc(-c2cccnc2)c1	0.2	-0.1	nt	-21	nt	nt	-3	nt	1
Cc1ccc2c(Cl)cc(Cl)c(OCC(=O)NC3CCS(=O)(=O)C3)c2n1 (centres undefined)	0.7	0.0	1	-3	4	-4	-2	-5	14
CC(C)=CC(=O)OCC(=O)Nc1ncc(Cl)c(C)c1Cl	3.8	0.2	-16	-1	-2	8	-4	7	15
COc1ccc(N2C(=O)C3CCCN3C2c2cccc(OC)c2OC)cc1 (centres undefined)	-0.1	0.0	1	0	-2	-6	-2	-5	-3
CC1CC(C)CN(C(=O)COC(=O)Cc2c[nH]c3ccccc23)C1 (centres undefined)	1.2	0.0	2	-15	-4	0	-5	1	8
CC1(C(=O)NC2CCCCC2)CCC(=O)N1Cc1cccs1 (centres undefined)	-2.2	-0.2	3	9	8	-3	-4	-4	7
Cc1cc(N2CCOCC2)nc2ccc(NC(=S)NCCC(C)C)cc12	4.3	-0.1	10	4	7	8	1	1	27
CCN1C(=O)c2ccccc2S(=O)c2ccc(C(=O)NCc3ccccn3)cc21 (centres undefined)	-0.2	0.0	1	3	5	-14	-5	-6	0
CCc1ccc(N2C(=O)CC(N(CC3CCCO3)C(=O)/C=C/C(=O)O)C2=O)cc1 (centres undefined)	-0.4	-0.1	1	4	14	-5	-4	-3	10
Cc1nn(C(C)c2n[nH]c(=S)n2-c2cccc(Cl)c2)c(C)c1[N+](=O)[O-] (centres undefined)	1.4	-0.1	-3	-20	7	-4	2	-4	19
Cc1cc(C(=O)NCC(=O)OCC(=O)Nc2ccc(OC(F)F)cc2)ccc1[N+](=O)[O-]	2.7	0.0	-25	-14	-10	-3	-1	-1	-5
COc1ccc(CCN(Cc2ccc(C(C)C)cc2)S(=O)(=O)c2ccc(S(=O)(=O)N(C)C)cc2)cc1OC	0.7	0.1	-2	0	6	-3	-2	0	-2
O=C(Nc1ccccc1-c1ccccc1NC(=O)c1ccco1)c1ccco1	1.1	0.0	-2	17	7	-2	-7	2	-1
Cc1cccc(C(=O)OC(C)CN2CCCC2)c1 (centres undefined)	3.1	-0.2	-4	-14	-3	-3	-3	-2	-12
Cc1c(CCOC(=O)C2C3CC4CC(C3)CC2C4)sc[n+]1CC(=O)c1ccc(Br)cc1 (centres undefined)	4.1	0.0	-5	17	-8	-10	12	2	42
O=c1cc(N2CCCC2)[nH]c(=O)n1-c1ccc(Cl)cc1	-1.6	-1.0	-5	5	8	0	-3	-2	-2
O=C(c1ccccc1)N1N=C(c2ccccc2O)CC1c1ccccc1 (centres undefined)	2.5	-0.1	-4	-11	-4	14	4	-4	2
COc1ccc(-n2nc3c(c2NC(=O)C2CC2)CS(=O)C3)cc1 (centres undefined)	0.1	0.1	-3	-3	3	-3	-3	0	-4
CCOc1ccc2oc(C(=O)NCc3nc4ccccc4[nH]3)c(C)c2c1	3.3	0.2	2	11	9	1	1	7	-6
COC(=O)c1cccc(S(=O)(=O)N(Cc2ccco2)Cc2cc3cc(OC)c(OC)cc3[nH]c2=O)c1	-1.0	-0.1	3	12	2	0	-2	-5	-4
O=C(Cc1ccc(Cl)cc1)N1CCOCC1	1.4	0.0	-3	-8	-5	9	-5	-2	-11
COc1ccc(CC(=O)Nc2ccccc2C(C)=O)cc1S(=O)(=O)N1CCOCC1	-1.1	0.1	-1	-15	-6	0	-12	3	8
Cc1cc(Oc2ccc3ccccc3c2)nc(SCC(=O)c2ccccc2)n1	1.4	0.4	-1	-27	-15	-2	8	-2	-13
COc1cccc(C2/C(=C(/O)c3ccccc3)C(=O)C(=O)N2Cc2ccco2)c1 (centres undefined)	-0.7	0.0	0	5	1	8	1	-1	-2
CCOc1ccc(CNc2ccc(CNc3ncn[nH]3)cc2)cc1	1.2	0.1	-4	12	-4	-6	0	-1	6
CCN(CC)S(=O)(=O)c1cccc(C(=O)Nc2ccccc2C(=O)N2CCOCC2)c1	1.4	-0.1	9	-17	2	0	1	0	-4
COc1cccc(/C=N/NC(=O)c2cc(C34CC5CC(CC(C5)C3)C4)[nH]n2)c1	2.8	0.0	-2	18	-5	20	11	-3	-12
COCCn1c(=O)[nH]c(=O)c2cc(C(=O)c3cc(Cl)ccc3O)cnc21	-2.0	-0.1	2	4	-7	18	0	2	10
CCn1ncc(Cl)c1C(=O)NC(C)c1ccccc1 (centres undefined)	-1.6	0.1	-3	-1	9	1	0	3	-10
O=C1CN(C(=O)COC(=O)c2ccccc2O)c2ccccc2N1	-0.7	0.1	-1	10	-2	1	2	1	2
COc1ccc(NC(=O)C(CCSC)NC(N)=O)cc1NS(=O)(=O)c1ccc(F)cc1 (centres undefined)	0.7	0.0	2	-5	4	-2	-3	-2	18
CCCN(c1ccc(C(C)C)cc1)S(=O)(=O)c1c(C)noc1C	4.8	0.1	-6	-9	-6	-6	-5	-2	7
CCOC(=O)CC1C(=O)NCCN1S(=O)(=O)c1ccc(NC(C)=O)cc1 (centres undefined)	-2.4	-0.1	2	8	-3	5	-3	0	6
Cc1ccc(S(=O)(=O)NNC(=O)c2ccccc2-n2cccc2)cc1	-1.9	0.1	2	-2	12	7	0	-3	-4
C=C1CCN([C@@H](CC(C)C)C(=O)NCc2ccccc2)S(=O)(=O)c2ccccc21	1.9	0.1	4	1	9	7	-1	-1	-5
Cc1ccc(C(=O)NNC(=O)C2CCCN(c3ncccn3)C2)cc1 (centres undefined)	-0.3	0.1	-1	-5	1	-6	-2	4	13
COc1cccc(CC(NC(C)=O)C(=O)NC2CCN(S(=O)(=O)c3ccc(NC(C)=O)cc3)CC2)c1OC (centres undefined)	-1.9	0.1	4	-2	12	-2	0	1	-9
CC(C)c1ccc(C2/C(=C(/O)c3ccccc3)C(=O)C(=O)N2CCCN2CCOCC2)cc1 (centres undefined)	1.2	0.6	4	-2	-8	2	5	0	14
COCCn1c(SCC(=O)Nc2ccc3c(c2)OCCO3)nnc1-c1c[nH]c2ccccc12	3.1	0.3	3	-9	3	3	-2	-1	-1
CCOC(=O)N1CCC(NC(=O)CCC(=O)N2CCOc3ccccc32)CC1	-0.1	-0.1	-2	5	4	-5	1	-5	-5
COC(=O)CCCC1=CC2=CC(=O)C(C)(OC(=O)c3cccs3)C(=O)C2=CN1Cc1ccc2c(c1)OCO2 (centres undefined)	1.6	0.4	1	16	-3	30	18*	-1	32
COc1ccc(/C=N/NC(=O)c2ccn[nH]2)cc1CN1CCOCC1	3.5	0.0	4	-3	-14	1	5	0	3
CCC(C)(C)NC(=O)C(C)OC(=O)c1nsc(Cl)c1Cl (centres undefined)	0.8	-0.1	0	-9	7	-1	-4	3	5
O=C(NCCCNC(=O)c1ccc(Cl)cc1Cl)c1ccco1	0.7	0.0	10	-25	-12	-7	8	-4	4
COc1cccc2c(=O)c3ccoc3n(C)c12	-0.6	-0.1	2	-23	4	-3	-2	0	11
CC(C)(C)C(=O)c1cn(CC(=O)O)c2ccccc12	0.7	0.0	1	7	6	-5	3	-4	3
[O-][n+]1onc2c1CCC(=N/O)/C2=N\Nc1ccccc1	-0.3	0.0	1	-7	3	10	1	4	19
Cc1ccc(S(=O)(=O)Nc2nonc2C)cc1	0.0	0.0	-8	-24	-10	-3	-1	-1	4
CCCCn1c(N)c(N(CC)C(=O)c2cc(S(=O)(=O)N3CCN(CC)CC3)ccc2Cl)c(=O)[nH]c1=O	0.0	0.1	-1	2	13	-4	6	-1	1
CCc1cccc(CC)c1NC(=O)Cn1c(-c2ccc(F)cc2)noc1=O	-0.2	0.2	-2	-4	-5	0	-1	5	0
CC1=NN(c2ccccc2)C(=O)C1(C)C	0.9	0.0	-2	4	-12	-3	-3	6	2
CSc1cccc(NC(=O)C2CCN(S(=O)(=O)c3cnc[nH]3)CC2)c1	2.9	0.1	2	-4	-21	-6	-2	1	-1
COc1cc(C(=O)N(Cc2ccccc2)c2cccc(C)c2)ccc1OC(F)F	6.6	0.0	4	7	-4	18	-1	0	0
CC(C)OCCCNC(=O)c1ccc(N(C)S(C)(=O)=O)cc1	-1.4	0.1	-1	5	-3	2	0	2	0

Continued; it opens with the 5 that closed the last part.
SMILES	PP5 primary	Efflux pump inh	Fh CTSL1 inh	ZTA DNA inh	EBNA-1 inh	core dimer inh	PP1 counter	TPT1 inhibitor	PREPL inhibitor
CCc1cccc(CC)c1NC(=O)Cn1c(-c2ccc(F)cc2)noc1=O	-0.2	0.2	-2	-4	-5	0	-1	5	0
CC1=NN(c2ccccc2)C(=O)C1(C)C	0.9	0.0	-2	4	-12	-3	-3	6	2
CSc1cccc(NC(=O)C2CCN(S(=O)(=O)c3cnc[nH]3)CC2)c1	2.9	0.1	2	-4	-21	-6	-2	1	-1
COc1cc(C(=O)N(Cc2ccccc2)c2cccc(C)c2)ccc1OC(F)F	6.6	0.0	4	7	-4	18	-1	0	0
CC(C)OCCCNC(=O)c1ccc(N(C)S(C)(=O)=O)cc1	-1.4	0.1	-1	5	-3	2	0	2	0
C=C1CCN([C@@H](Cc2ccccc2)C(=O)NCCCc2ccccc2)S(=O)(=O)c2ccccc21	3.0	-0.1	0	-5	13	17	8	-3	-11
O=C(N1CCOCC1)N1CCN(c2ccccn2)CC1	-1.6	0.1	1	8	-4	-1	0	-3	9
Nc1cccc(C(=O)N/N=C/c2ccsc2)c1	-1.4	0.1	-1	-13	-7	0	-3	0	-5
Cn1c(NNC(=O)c2ccc(C(C)(C)C)cc2)cc(=O)n(C)c1=O	3.7	0.1	-2	-10	-8	-10	-3	-2	7
CCOC(=O)N1CCN(C(c2ccccc2)c2sc3nc(C)nn3c2O)CC1 (centres undefined)	2.7	-0.1	-1	-8	8	1	2	-2	-5
CC1CC(C)CN(C(=O)C(NS(=O)(=O)c2ccc(Br)s2)c2ccccc2)C1 (centres undefined)	0.9	0.0	2	1	0	9	7	-1	20
CCCCNC(=O)c1onc(CSc2cccc(OCC)c2)c1C(=O)O	0.0	0.1	-1	6	12	-4	-3	0	-1
COc1cccc2c(N/N=C/c3ccco3)cc(C)nc12	-0.5	0.0	-1	-13	-13	-1	3	-2	9
CCN1C(=O)[C@H]2[C@H]3[C@H](O)[C@H](O)C/C(=N\O[C@H](C)c4cn([C@H](CO)Cc5ccccc5)nn4)[C@@H]3CC[C@H]2C1=O	-0.9	0.0	1	14	12	6	-4	2	0
